Screening data as filed in PubChem.
GSTO1 counter = GSTO1 inhibition, counter-screen for RBBP9 inhibitors. recombinant GSTO1, activity-based probe fluorescence polarization. hit rate 1.1% among 300,000. P78417. inhibition, % at 5.96 µM. AID 1974;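 active = inhibition above the campaign mean inhibition plus 3 SD, cut at about 35% in these data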;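 note: 0% = GSTO1-1 with DMSO and 100% = wells lacking GSTO1-1 enzyme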
Target sequence (P78417 whole entry, looked up): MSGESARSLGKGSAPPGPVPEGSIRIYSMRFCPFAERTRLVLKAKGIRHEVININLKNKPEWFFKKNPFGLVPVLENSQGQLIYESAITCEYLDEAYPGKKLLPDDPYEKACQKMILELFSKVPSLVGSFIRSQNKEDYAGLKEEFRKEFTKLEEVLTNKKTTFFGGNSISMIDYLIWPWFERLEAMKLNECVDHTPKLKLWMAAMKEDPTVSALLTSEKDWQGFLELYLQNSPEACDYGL
PAFAH2 inh = PAFAH2 (human) inhibition; recombinant PAFAH2, FP-rhodamine activity probe, fluorescence polarization; hit rate 0.99% among 340,000; Q99487; inhibition, % at 3.39 µM;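 active = inhibition above the mean over all tested compounds plus 3 SD, cut at about 30% in these data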;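 note: inhibitors block probe labeling of enzyme so polarization drops; 0% = enzyme with DMSO and 100% = wells lacking PAFAH2 protein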
LYPLA1 inh = LYPLA1 (human) inhibition in PME1 counter-screen | O75608 | inhibition, % at 5.9 µM | recombinant LYPLA1, FP-Rh probe fluorescence polarization | hit rate 0.16% among 320,000;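 active = inhibition above the mean of all tested compounds plus 3 SD, set per campaign, cut at about 14% in these data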;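 note: inhibitors block serine hydrolase probe labeling of LYPLA1 so polarization falls; 0% = enzyme with DMSO and 100% = wells lacking LYPLA1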
Fam108B counter = Fam108B inhibition, counter-screen for RBBP9 inhibitors. hit rate 0.33% among 300,000. recombinant Fam108B, FP-Rh probe fluorescence polarization. AID 1947. inhibition, % at 9.51 µM;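 active = inhibition above the screen mean inhibition plus 3 SD, computed separately per campaign, cut at about 18% in these data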;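 note: inhibitors lower polarization as less probe binds the enzyme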
PAFAH1B3 FP inh = blocks human PAF acetylhydrolase 1B catalytic subunit 3; Q15102; recombinant PAFAH1B3, FP-rhodamine probe, fluorescence polarization; inhibition, % at 3.39 µM; hit rate 0.28% among 340,000;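 active = inhibition above the screen-wide average of all tested compounds plus 3 SD, cut at about 25% in these data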;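 note: 0% = enzyme with DMSO only and 100% = wells lacking PAFAH1B3 protein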
pPAFAH FP inh = inhibitors of human plasma PAF acetylhydrolase (pPAFAH). Q13093. AID 463082. recombinant pPAFAH, FP-rhodamine probe fluorescence polarization. hit rate 1.5% among 330,000. inhibition, % at 3.39 µM;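 active = inhibition above the mean inhibition across the screen plus 3 SD, cut at about 25% in these data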;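 note: inhibitors block binding of the rhodamine activity-based probe so polarization drops; 0% = enzyme with DMSO and 100% = wells lacking pPAFAH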
Target sequence (Q13093 whole entry, looked up): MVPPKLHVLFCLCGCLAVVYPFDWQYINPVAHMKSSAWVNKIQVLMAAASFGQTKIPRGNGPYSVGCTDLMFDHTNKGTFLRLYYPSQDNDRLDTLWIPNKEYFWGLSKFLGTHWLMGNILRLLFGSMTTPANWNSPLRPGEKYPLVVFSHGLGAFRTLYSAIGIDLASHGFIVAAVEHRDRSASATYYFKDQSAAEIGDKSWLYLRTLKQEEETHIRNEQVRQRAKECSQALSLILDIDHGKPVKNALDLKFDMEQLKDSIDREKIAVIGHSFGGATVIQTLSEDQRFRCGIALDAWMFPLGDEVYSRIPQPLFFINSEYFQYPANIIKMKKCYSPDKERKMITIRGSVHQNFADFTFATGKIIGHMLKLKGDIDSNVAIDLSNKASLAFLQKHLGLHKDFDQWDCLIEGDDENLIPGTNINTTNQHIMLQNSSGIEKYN
PAD4 FP inh = blocks human protein arginine deiminase 4; Q9UM07; recombinant PAD4, RCA probe fluorescence polarization; inhibition, % at 6.36 µM; hit rate 0.41% among 330,000;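 active = percent inhibition above a cutoff equal to the mean of all tested compounds plus 3 SD, cut at about 15% in these data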;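 note: 0% = PAD4 with RCA probe and DMSO and 100% = probe without PAD4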
PME-1 primary = blocks human protein phosphatase methylesterase 1 | Q9Y570 | recombinant PME-1, FP-Rh probe fluorescence polarization | inhibition, % at 5.9 µM | hit rate 0.53% among 320,000;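 active = inhibition above the campaign mean of all compounds plus 3 SD, cut at about 26% in these data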;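 note: competitive labeling of PME-1 active site by serine hydrolase directed probe; 0% = PME-1 with DMSO and 100% = wells lacking PME-1 enzyme; inhibitors block probe labeling so polarization falls and inhibition rises; many of its hits are not listed in these tables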
PAFAH1B2 FP inh = PAFAH1B2 (human) inhibition. hit rate 1.2% among 340,000. inhibition, % at 3.39 µM. AID 492953. recombinant PAFAH1B2, FP-rhodamine activity probe, fluorescence polarization;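 active = inhibition above the mean of all tested compounds plus 3 SD, cut at about 24% in these data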;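 note: 0% = enzyme with DMSO and 100% = wells lacking PAFAH1B2; many of its hits are not listed in these tables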
Target sequence (P68402 whole entry, looked up): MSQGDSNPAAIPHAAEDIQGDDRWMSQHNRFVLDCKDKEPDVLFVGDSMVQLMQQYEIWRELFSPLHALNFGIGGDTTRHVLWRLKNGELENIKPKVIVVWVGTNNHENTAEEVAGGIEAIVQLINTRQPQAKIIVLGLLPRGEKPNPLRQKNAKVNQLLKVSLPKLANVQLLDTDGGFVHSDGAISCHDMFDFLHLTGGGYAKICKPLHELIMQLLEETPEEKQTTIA
* = called active by the depositor; . = not tested or not shown. This is a subset, so the mix of outcomes need not match the whole.

entry	Structure	GSTO1 counter	PAFAH2 inh	LYPLA1 inh	Fam108B counter	PAFAH1B3 FP inh	pPAFAH FP inh	PAD4 FP inh	PME-1 primary	PAFAH1B2 FP inh
1	CC(=O)c1ccc(C(=O)Nc2ccc(N3CCOCC3)cc2)cc1	7	9	6	3	3	0	0	3	3
2	COc1ccc(/C=N/NC(=S)Nc2ccccc2)cc1COc1ccc(Br)cc1	-7	-1	-5	-4	3	7	-1	-4	6
3	O=C(NC1CC(=O)N(c2ccc3c(c2)OCCO3)C1)N1CCC(O)CC1 (stereo not drawn)	13	7	1	-1	9	4	0	7	5
4	COc1cc(C)ccc1OCCOc1ccccc1Cl	2	-2	-1	-5	5	4	-2	-11	-4
5	O=C(Cn1c(O)c(N=NC(=O)c2ccncc2)c2ccccc21)Nc1ccccc1	-14	.	-1	1	.	-3	-11	0	.
6	O=C(NC1c2ccccc2-c2ccccc21)c1ccco1	3	11	0	1	4	-5	1	4	5
7	COc1ccccc1N/C=C/C(=C(C#N)C#N)N(C)C	-1	3	1	-3	2	1	0	-5	8
8	COc1ccccc1-c1nnc2sc(COc3ccc(F)cc3)nn12	-8	8	-2	0	-5	2	-1	-1	9
9	O=C(Cc1cccs1)NNC(=S)NC(=O)c1ccco1	0	2	0	0	3	3	-1	-6	6
10	CC(OC(=O)c1ccc(S(=O)(=O)NCc2ccco2)cc1)C(=O)Nc1ncc(Cl)cc1Cl (stereo not drawn)	5	-14	-1	4	12	5	-7	3	22
11	Cc1occc1C(=O)N1CCN(S(=O)(=O)c2ccccc2)CC1	0	-2	-1	4	-2	7	-1	2	0
12	CCO[C@@H]1OC(C(=O)NC2CC2)=C[C@H](c2csc3ccccc23)[C@H]1CCCO	1	-12	-1	0	3	0	-4	1	0
13	COc1ccc(C(C(=O)NC(C)(C)C)N(C(=O)CNC(=O)c2cccs2)c2ccc(NC(C)=O)cc2)cc1OC (stereo not drawn)	-6	-42	0	-3	4	0	-1	0	2
14	COc1ccccc1NC(=O)CCNS(=O)(=O)c1ccc2c(c1)CCN2C(C)=O	2	2	1	1	8	4	-1	-2	5
15	COc1cccc(NC(=O)C(=O)NCCC2CCCCN2S(=O)(=O)c2cccs2)c1 (stereo not drawn)	4	0	2	-1	-1	6	-4	2	1
16	COc1ccc(-c2c(C#N)c(N)nc(Sc3ccc(Cl)cc3)c2C#N)cc1	5	-5	1	-3	-8	0	-1	-5	-5
17	COc1ccc(C(=O)CC(=O)C(=O)Nc2ccc([N+](=O)[O-])cc2C)cc1	-2	-8	0	3	15	48*	1	3	6
18	Cn1c(=O)[nH]c(=O)c2c1nc(CN1CCN(Cc3ccccc3)CC1)n2CC(N)=O	1	-1	-3	-5	-5	-1	-3	-2	1
19	Cc1c(Cl)cccc1NC(=O)NNC(=O)CCc1ccccc1	3	3	4	2	-5	1	-6	1	4
20	NC(=O)c1oc2ccccc2c1NC(=O)c1ccco1	1	-12	5	1	0	-6	2	-5	-4
21	Cc1ccc(S(=O)(=O)CCC(=O)N(Cc2nnc(-c3ccc(Cl)cc3)o2)C2CC2)cc1	.	0	0	.	-5	6	-3	2	1
22	CN1CCc2c(OCC(=O)N3CCC(Cc4ccccc4)CC3)cccc2C1=O	-4	-5	1	-3	3	-1	1	1	5
23	Cc1cc(N)n2nc(-c3ccccc3)cc2n1	-1	-7	-4	0	3	5	1	-5	1
24	O=C(NCC1CCCO1)C(c1ccc(F)cc1)N(Cc1ccc2c(c1)OCO2)C(=O)c1ccc(CN2CCOCC2)o1 (stereo not drawn)	6	1	-1	3	1	0	-2	-3	-3
25	CNCC(C)COc1ccccc1OCc1ccccc1 (stereo not drawn)	0	-1	2	1	-6	3	-3	-3	-3
26	COc1ccccc1CNS(=O)(=O)N(C)C	-1	4	1	-4	9	3	2	-3	1
27	CC(C)C(=O)Nc1ccc2c(c1)nc(CCN1CCN(C)CC1)n2C	2	7	-2	1	6	-1	-1	-4	3
28	CC(=O)NNC(=O)CCn1nnc2ccccc21	7	-2	3	1	6	7	-5	7	-1
29	CCC(=O)N/N=C(\C)CC(=O)Nc1cccc([N+](=O)[O-])c1	2	-5	-3	4	9	2	1	3	2
30	Cc1oc(-c2ccc(Cl)cc2)nc1CS(=O)CC(=O)NC1CCCCCC1 (stereo not drawn)	-2	-3	-3	1	0	7	-3	5	5
31	Cc1nn(C(C)C(=O)NCCCN2CCCCCC2)c(=O)c2c1sc1ccccc12 (stereo not drawn)	-4	8	0	1	5	7	-2	-4	4
32	COc1ccc(Oc2c(O)c3ccccc3n(C)c2=O)cc1	-5	-5	1	-3	4	3	-5	1	7
33	Cc1cc(NC(=O)CSC2=NS(=O)(=O)c3cc(Cl)ccc3N2)no1	4	2	2	-2	6	-4	-2	4	4
34	COc1ccc(OC)c(NC(=O)C23CCC(C)(C(=O)O2)C3(C)C)c1 (stereo not drawn)	7	-7	-3	-2	2	-4	0	-5	-4
35	CSC(=O)NC(=O)NC(=O)c1ccc([N+](=O)[O-])cc1	-2	-7	-2	0	8	0	-5	-2	2
36	Cc1ccc(N2C(=O)[C@@H]3[C@H](C2=O)C2c4ccccc4C=NN2[C@@H]3C(=O)c2ccc(Cl)cc2)cc1 (stereo partly drawn)	-1	-6	-5	-3	11	0	-45	-4	-3
37	COCCN(C(=O)c1csnn1)C(C(=O)NC1CCCC1)c1ccc(C)cc1 (stereo not drawn)	-3	6	-1	-8	2	-3	-4	-2	2
38	CCN(Cc1ccccc1)C(=O)c1nn(-c2ccc(OC)cc2)c(=O)c2c1c1ccccc1n2C	-2	3	-5	-6	1	2	2	-1	-2
39	Cc1cc(Nc2cccc(Cl)c2)c2ccccc2n1	0	-3	-4	-1	8	3	-4	5	2
40	CNC(=O)c1c[nH]n2c(=O)c(Cc3ccccc3F)c(C)nc12	-8	-5	-3	3	2	-7	-2	-8	1
41	N=c1c2c3c(sc2ncn1N)CCCC3	6	10	2	3	2	6	0	5	-4
42	CCOCCc1nnc(NC(=O)c2cccs2)s1	-2	-4	-2	0	2	6	-1	-4	2
43	CCOc1ccccc1CNC(=O)c1cc2oc3ccccc3c2n1C	-5	-1	-7	3	4	3	-2	-13	1
44	CCS(=O)(=O)c1ccc2c(c1)N(S(C)(=O)=O)CC(C(=O)NCCOC)O2 (stereo not drawn)	1	3	4	-2	1	-3	-5	8	4
45	O=C(CNC(=O)c1ccco1)NNC(=O)c1n[nH]c(=O)c2ccccc12	.	4	.	.	2	2	2	.	9
46	Cc1c(NC(=O)C(C)Sc2nccn2C)c(=O)n(-c2ccccc2)n1C (stereo not drawn)	.	11	1	.	12	5	-1	2	7
47	CN(C(=O)COc1nnc(-c2cccs2)c(-c2cccs2)n1)c1ccccc1	-2	15	-3	-3	6	5	-8	-5	4
48	CC(C)(CN1CCc2ccccc2C1)NS(=O)(=O)c1ccc(Cl)cc1	-3	-2	1	0	5	6	4	4	3
49	COc1ccc(-n2ccnc2SCC(=O)Nc2cc(C)on2)cc1	-1	-1	-6	-5	0	4	-7	0	4
50	CN(C)CCCNc1ccc(S(N)(=O)=O)cc1[N+](=O)[O-]	2	-5	2	0	-3	1	-6	2	-3

(cont.)
entry	Structure	GSTO1 counter	PAFAH2 inh	LYPLA1 inh	Fam108B counter	PAFAH1B3 FP inh	pPAFAH FP inh	PAD4 FP inh	PME-1 primary	PAFAH1B2 FP inh
51	C=CCNC(=O)c1ccccc1SCc1c(C)noc1C	55*	4	2	-1	5	4	-8	7	5
52	O=C(CSc1ncn[nH]1)NC1CCCc2ccccc21 (stereo not drawn)	-8	11	-1	3	-3	2	4	5	0
53	COc1ccccc1OCC(=O)Nc1ccccc1C(=O)NC1CC1	6	2	1	-4	3	-2	0	-4	-7
54	COc1ccc(C(NCC(=O)Nc2c(C)cccc2C)c2ccccc2)cc1 (stereo not drawn)	-4	-3	-6	-4	4	4	0	2	0
55	CCCC1C(C#N)=C(N)Oc2cc(C)n(C)c(=O)c21 (stereo not drawn)	8	0	-1	0	1	5	6	4	-3
56	O=C(NC(NC(=S)Nc1c(Cl)cc(Cl)cc1Cl)C(Cl)(Cl)Cl)OCc1ccccc1 (stereo not drawn)	-3	-1	-3	-3	-3	2	-4	0	0
57	COc1ccccc1NC(=O)NCC(=O)Nc1c(C)cccc1C	-3	-4	1	4	5	3	3	1	1
58	O=C1CC(c2cccc(Cl)c2)CC(O)=C1C=Nc1ccccc1 (stereo not drawn)	3	-9	6	-1	4	11	-3	-1	1
59	CCOC(=O)c1cc2c(C)n(-c3ccc(OCC)cc3)c(C)c2cc(C(=O)OCC)c1=O	-1	7	0	1	3	6	-2	5	3
60	CCn1c2ccccc2c2cc(NC(=O)C(=O)N3CCOCC3)ccc21	2	-9	-1	-3	10	8	-2	-1	1
61	COc1cc(N)c(Cl)cc1C(=O)OC(C)C(=O)Nc1cccc(S(=O)(=O)N2CCOCC2)c1 (stereo not drawn)	-10	-3	-2	1	-2	-5	3	-4	-1
62	CCOC(=O)n1c(=O)n(Cc2cccc(F)c2)c2ccccc21	5	5	2	-3	7	11	-3	-4	4
63	Cc1ccc(N2CCN(S(=O)(=O)N(C)C)CC2)cc1Cl	-2	2	-2	-1	2	2	3	-4	0
64	COc1ccc(CCNC(=O)c2cc(CC(C)C)on2)cc1OC	-2	2	5	-5	-5	-1	2	-8	-3
65	CC(C)(C)C(=O)NNC(=O)c1cnccn1	5	2	5	-2	3	10	2	-8	-2
66	Cc1nn(C(=O)CCC(=O)NCCc2ccccc2)c2ccccc12	5	5	4	4	-3	3	0	11	8
67	CCN(Cc1nc2cc(Cl)ccc2c(=O)[nH]1)C(=O)c1cccc(OCc2c(C)noc2C)c1	.	-2	5	.	5	-5	-5	1	3
68	CC1(C)CC(=O)CC(C)(C)N1OC(=O)c1ccco1	-5	1	-1	0	7	2	-2	-3	8
69	CCOc1ccccc1/C=N/NC(=O)c1nnn(-c2nonc2N)c1CN1CCC(C)CC1	1	-7	-3	-2	-4	5	-2	-3	0
70	CCN(CC)CCN1C(=O)c2oc3ccccc3c(=O)c2C1c1ccc(C)cc1 (stereo not drawn)	8	4	6	-3	2	0	-4	5	-3
71	CN(C(=O)COc1ccc(C(C)(C)C)cc1)C1CCS(=O)(=O)C1 (stereo not drawn)	-1	6	1	1	6	6	-2	5	3
72	COc1cccc(N2CCN(C(=O)CNC(=O)c3sc4ccccc4c3Cl)CC2)c1	0	8	0	-2	9	9	-4	9	-5
73	COc1ccccc1NC(=O)CSc1nnc(-c2ccoc2C)n1CCc1ccccc1	0	-2	-4	1	2	-1	-2	6	1
74	O=C(NC(=S)Nc1ccc(S(=O)(=O)N2CCCCC2)cc1)c1cccs1	0	-6	-6	-2	-2	-3	1	-2	-1
75	Cc1cccc(CN2CCCC(C(=O)N3CCc4ccccc4C3)C2)c1 (stereo not drawn)	-3	-5	0	1	-2	2	1	-4	0
76	Cc1cccc(C)c1NC(=S)NC(=O)c1ccc(Br)o1	-3	0	-1	2	5	12	-1	-5	4
77	CC1CCC/C(=N/Nc2ccc([N+](=O)[O-])cc2[N+](=O)[O-])C1 (stereo not drawn)	9	3	0	2	0	3	-13	2	3
78	COc1ccc(COC(=O)NNC(=O)c2ccccc2Cl)cc1	4	5	1	-3	6	3	0	-6	0
79	O=C(Cc1n[nH]c(=O)c2ccccc12)N1CCN(S(=O)(=O)c2ccc(F)c(Cl)c2)CC1	.	-4	.	.	-7	3	-1	.	-1
